ELG1 repair inh – inhibitors of ELG1-dependent DNA repair in HEK293T cells; Potency, µM (series often up to 46.1 µM), for inactives: at the top dose activity change, negative = inhibition, hits mostly inhibitors; HEK293T ELG1-luciferase reporter, luminescence, 16 h; DNA damage induced by 5-fluorouridine; AID 504467; hit rate 2.3% among 330,000; further: potency means the concentration at half of the fitted maximal effect; on the % scale 0 is the no-effect control and ±100 the full control effect; nearly all actives have a fitted effect of over 55% in size
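5-Fluorouridine DNA damage + compound/DMSO, 2,000 cells/well, 16 h, 37 °C/5% CO2. ONE-Glo, 30 min RT, luminescence. Readout = decrease in reporter signal.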
Mito fusion yeast – inhibitors of mitochondrial division or activators of mitochondrial fusion. Potency, µM (highest dose often 46.1 µM), inactives show at the highest dose growth rescue (activation), actives largely listed as activators. hit rate 0.23% among 320,000. S. cerevisiae fusion-defective mutant growth rescue, CellTiterGlo 48 h;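 further: potency means the concentration at half of the fitted maximal effect; % of control where 0% means no effect; nearly all actives have a fitted effect of over 45% in size; temperature-sensitive fusion mutants such as fzo1-1 at 37 °C on non-fermentable ethanol glycerol medium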
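Luminescent cell viability in 1536-well qHTS format served as the measure of rescued growth in ts fusion-mutant S. cerevisiae cultured on non-fermentable YPEG for 48 hours at 37C.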
MBNL1 CUG block – blocks human MBNL1 binding to CUG repeat RNA. Q9NR56. TR-FRET MBNL1-His/biotin-(CUG)12 binding, 665/545 ratio. Potency, µM (titrated, usually from 57.5 µM), inactives show at the top dose activity change, negative = inhibition, most hits filed as inhibitors. hit rate 0.036% among 280,000; active means well fitted inhibition curve with a large enough effect in the signal ratio, with a control signal flat, not every such curve was filed as active; inconclusive means small, poorly fitted or top-dose-only effect, or effect the other way, or a change in a side signal; inactive means no such curve, though single readings can be large or run the other way; the % refers to the signal ratio; further: potency means the concentration at half of the fitted maximal effect; on the % scale 0 is the no-effect control and ±100 the full control effect
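Ratiometric TR-FRET (665 over 545 nm, excitation 340 nm) tracks disruption of MBNL1-His/biotin-(CUG)12 complex after 60 min at room temperature, with compounds at 92 nM to 58 uM final.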
NPC1 promoter act – activates the NPC1 promoter; Huh7 NPC1 promoter luciferase reporter, 24 h; Potency, µM (titrated, usually from 9.22 µM), without a hit: at the highest dose activation, hits mostly activators; hit rate 2.4% among 320,000; AID 485313;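 further: potency means the concentration at half of the fitted maximal effect; % of control where 0% means no effect; nearly all actives have a fitted effect of over 60% in size; reporter is driven by a mutant NPC1 promoter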
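Stable NPC1-promoter luciferase Huh7 line; cpd (DMSO) 24 h, 37 °C, 5% CO2; Amplite luciferase reagent 10 min RT; luminescence readout. qHTS format.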
FLuc modulator – inhibits or activates purified firefly luciferase, miR-21 counter-screen; P08659; purified FLuc, Km substrates, luminescence inhibition; Potency, µM (highest dose often 57.5 µM), without a hit: at the highest dose activity change, negative = inhibition, most hits filed as inhibitors; hit rate 6.9% among 360,000; AID 588342;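 further: potency means the concentration at half of the fitted maximal effect; plate controls were vehicle for no effect and reference inhibitor for full effect; nearly all actives have a fitted effect of over 55% in size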
Target sequence (P08659 whole entry, looked up): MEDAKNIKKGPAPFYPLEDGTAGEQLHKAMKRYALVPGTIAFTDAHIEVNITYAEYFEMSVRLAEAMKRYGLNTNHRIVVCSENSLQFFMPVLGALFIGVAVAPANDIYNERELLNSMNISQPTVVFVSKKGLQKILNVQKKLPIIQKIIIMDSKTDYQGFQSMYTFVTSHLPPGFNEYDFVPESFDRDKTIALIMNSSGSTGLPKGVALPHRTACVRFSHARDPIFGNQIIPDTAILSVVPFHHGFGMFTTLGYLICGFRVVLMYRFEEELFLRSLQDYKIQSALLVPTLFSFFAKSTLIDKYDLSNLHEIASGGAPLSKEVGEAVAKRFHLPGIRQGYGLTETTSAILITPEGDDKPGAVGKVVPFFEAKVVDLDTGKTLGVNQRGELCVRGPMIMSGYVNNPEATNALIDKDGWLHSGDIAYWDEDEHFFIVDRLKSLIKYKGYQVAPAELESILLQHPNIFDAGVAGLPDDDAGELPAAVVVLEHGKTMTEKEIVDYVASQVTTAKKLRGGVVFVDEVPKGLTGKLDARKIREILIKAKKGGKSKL
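Purified P. pyralis luciferase, 10 nM final, with Km-level 10 uM D-luciferin and 10 uM ATP in 50 mM Tris acetate pH 7.5, 10 mM Mg acetate, 0.01% Tween-20, 0.05% BSA; 6-point qHTS titration about 60 µM downward; luminescence read.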
VP16 counter – counter-screen for ROR gamma inhibitors: Gal4-VP16 reporter; hit rate 3.5% among 310,000; Drosophila S2 Gal4-VP16 UAS-luciferase, luminescence, 20 h; Potency, µM (titrated, usually from 53.6 µM), without a hit: at the highest dose activity, negative = inhibition, usual class: inhibitors;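 further: Gal4-VP16 expression switched on by copper sulfate through the metallothionein promoter; potency means the concentration at half of the fitted maximal effect; on the % scale 0 is the no-effect control and ±100 the full control effect; nearly all actives have a fitted effect of over 50% in size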
PKM2 act – activators of human pyruvate kinase M2 | Potency, µM (titrated, usually from 57.5 µM), without a hit: top-dose activation, usual class: activators | hit rate 0.34% among 260,000 | purified PKM2, Kinase-Glo ATP luminescence, activation; response scale: 0% is enzyme alone, no compound | P14618; further: potency means the concentration at half of the fitted maximal effect; on the % scale 0 is the no-effect control and ±100 the full control effect; nearly all actives have a fitted effect of over 55% in size
Target sequence (P14618 whole entry, looked up): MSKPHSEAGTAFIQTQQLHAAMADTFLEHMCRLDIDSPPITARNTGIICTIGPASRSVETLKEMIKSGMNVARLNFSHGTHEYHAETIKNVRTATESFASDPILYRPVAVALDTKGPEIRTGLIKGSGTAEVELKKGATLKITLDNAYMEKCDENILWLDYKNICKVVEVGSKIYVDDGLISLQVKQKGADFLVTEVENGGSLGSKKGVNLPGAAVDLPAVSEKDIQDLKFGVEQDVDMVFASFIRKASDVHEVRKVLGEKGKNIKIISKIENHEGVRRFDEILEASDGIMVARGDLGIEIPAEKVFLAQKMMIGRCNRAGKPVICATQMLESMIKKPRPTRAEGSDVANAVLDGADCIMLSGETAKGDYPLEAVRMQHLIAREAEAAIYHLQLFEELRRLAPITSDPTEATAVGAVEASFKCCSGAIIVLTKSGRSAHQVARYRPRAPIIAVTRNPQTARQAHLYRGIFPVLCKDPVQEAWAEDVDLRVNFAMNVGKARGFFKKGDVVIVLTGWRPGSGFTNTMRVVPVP
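Kinase-Glo luminescence reports ATP generated from ADP (0.1 mM) and PEP (0.5 mM) by purified hPK-M2 after 1 h at room temperature, pH 7.2 imidazole buffer; intermediate enzyme activity allows detecting inhibitors and activators.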
Rab9 promoter act – activates the Rab9 promoter; Potency, µM (series often up to 9.22 µM), inactives show at the highest dose activation, negative = inhibition, usual class: activators; AID 485297; hit rate 2.8% among 320,000; Huh7 Rab9 promoter-luciferase reporter, luminescence, 24 h; further: potency means the concentration at half of the fitted maximal effect; % of control where 0% means no effect; nearly all actives have a fitted effect of over 60% in size
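Luciferase signal after 10 min detection reagent at ambient indicates Rab9 promoter upregulation; stably transfected Huh7 cells were treated 24 h with compound in DMSO at 37 °C, 5% CO2.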
Menin-MLL TR inh – displaces Texas Red mutant MLL peptide from human menin; O00255; Menin + Texas Red MLL mutant peptide, fluorescence polarization; Potency, µM (series often up to 61.6 µM), without a hit: top-dose FP activity change, negative = inhibition, usual class: inhibitors; hit rate 0.23% among 270,000; AID 1768; active means well fitted inhibition curve with a large enough effect in the polarisation, with a control signal flat, not every such curve was filed as active; inconclusive means small, poorly fitted or top-dose-only effect, or effect the other way, or a change in a side signal; inactive means no such curve, though single readings can be large or run the other way; the % refers to the polarisation; further: potency means the concentration at half of the fitted maximal effect; % of control where 0% means no effect; many of its hits are not listed in these tables
KCNH2 3.1 block – inhibitors of human KCNH2 3.1 potassium channel isoform | U2OS KCNH2 3.1, thallium flux FluxOr; hits give low values | activity change, % (tested at about 1.8 µM) | hit rate 0.95% among 340,000;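 active means maximum activity change below -70%; inconclusive means maximum activity change from -70% to -50%; inactive means maximum activity change above -50%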;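 further: thallium influx rate constant from kinetic fluorescence after stimulation buffer; on the % scale 0 is the no-effect control and ±100 the full control effect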
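We transduce U2OS cells with the mutant 3.1 virus, culture them overnight, load FluxOr with Red40 quencher for 45 min, then add stimulation buffer and read kinetically for 2 min to derive a normalized rate constant.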
RORg inh – inhibitors of mouse ROR gamma transcriptional activity; hit rate 5.4% among 310,000; Potency, µM (top dose mostly 53.6 µM), inactives show at the top dose activity change, negative = inhibition, actives largely listed as inhibitors; P51450; Drosophila S2 Gal4-RORgamma UAS-luciferase reporter, 20 h; further: potency means the concentration at half of the fitted maximal effect; on the % scale 0 is the no-effect control and ±100 the full control effect; nearly all actives have a fitted effect of over 60% in size
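Stable Schneider cell line, Gal4 DNA-binding domain fused to ROR gamma, UAS-luciferase. Cmpd 1 hr RT → CuSO4 700 uM final → 20 hr RT → luciferase reagent 10 min → luminescence.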
Numbers without * were called inactive; ? = inconclusive; nt = not tested or not shown; [ ] = remark or other dose. Unless noted, the call rests on the fitted dose curve; in most records, active means well fitted curve in the direction sought with a large enough effect; inconclusive means small, poorly fitted or top-dose-only effect, or another doubt; inactive means no such curve, though single readings can be large; an effect the other way counts as inactive or inconclusive.

SMILES	ELG1 repair inh	Mito fusion yeast	MBNL1 CUG block	NPC1 promoter act	FLuc modulator	VP16 counter	PKM2 act	Rab9 promoter act	Menin-MLL TR inh	KCNH2 3.1 block	RORg inh
COc1ccccc1NC(=O)C(=O)N1CCCC1	40%	-5%	-5%	5%	-12%	0%	-17%	23%	26%	0	3%
FC(F)(F)COc1nc(N2CCCCC2)nc(N2CCNCC2)n1	-4%	0%	-1%	-6%	-1%	-4%	0%	-10%	4%	9	3%
CCn1c(SCC(=O)N2CCCc3ccccc32)nc2c(c1=O)SC(C)C2 (stereo unspecified)	?	5%	-2%	3%	1%	0%	1%	2%	-25%	18	26%
CC(=O)Nc1nc2n(n1)C(c1ccc(F)cc1)C=C(c1ccccc1)N2 (stereo unspecified)	?	1%	14%	10%	1%	-15%	15%	3%	-3%	-2	-12%
Cn1nnnc1SCC(=O)NCc1cccc(C(=O)O)c1	?	3%	0%	-1%	-1%	6%	-5%	0%	?	18	-6%
Cc1ccc(C)c(OCc2cc(C(=O)N(C)Cc3nccn3C)no2)c1	3%	-7%	1%	1%	-6%	-6%	3%	1%	nt	-6	-10%
O=C(CSc1nc(-c2ccc(F)cc2)nc2ccc(F)cc12)Nc1cccc(C(=O)O)c1	4%	-5%	5%	-2%	?	3%	0%	-5%	41%[activator]	1	24%
Cc1ccc(NC(=O)c2nc[nH]c2C(=O)NCC(=O)OC(C)(C)C)cc1	5%	1%	-6%	1%	2%	?	0%	-6%	nt	-7	6.3µM*
c1ccc2c(c1)oc1c(NCc3ccc4c(c3)OCO4)ncnc12	?	-1%	4%	10%	-16%	?	-2%	-9%	17%	6	-5%
Cc1cccc(NC(=S)NN2CCN(C)CC2)c1C	15%	-3%	-3%	0%	0%	9%	-14%	-3%	5%	-18	9%
Cc1cc(C)c2sc(N(CCCN(C)C)C(=O)CN3C(=O)c4ccccc4C3=O)nc2c1	-9%	4%	3%	-5%	-1%	?	4%	-6%	-15%	17	-38%
CC(=O)Nc1cc(-c2ccc(F)cc2)[nH]n1	?	5%	-2%	18%	-14%	-15%	nt	?	9%	-15	13%
C=CCC1(NC(C)c2ccccc2)CCCCC1 (stereo unspecified)	?	-1%	nt	-1%	4%	-15%	-4%	-3%	-3%	9	-5%
COc1ccccc1NC(=O)C1CCCCC1	18%	-3%	-8%	0%	6%	1%	5%	0%	27%	-3	7%
CNC(C)C#Cc1ccc2c(=O)c3c(OC)cccc3oc2c1 (stereo unspecified)	?	7%	18%	?	24µM*	19%	1%	?	-17%	nt	15%
CCOC(=O)C1(Cc2cccc(F)c2)CCN(Cc2ccc(COC)o2)CC1	23µM*	-1%	2%	-1%	-2%	4%	-1%	1%	nt	-10	0%
CC(C)c1ccc(NC2CCCN(C(=O)c3cc(C(C)C)[nH]n3)C2)cc1 (stereo unspecified)	-15%	4%	3%	-4%	2%	3%	?	-13%	-25%	17	7%
COc1ccccc1NC(=O)c1ccc(-n2cccn2)nc1	6%	0%	-4%	1%	1%	3%	3%	1%	7%	4	0%
COc1ccc(N2C(=O)CSC2c2ccc([N+](=O)[O-])cc2)cc1 (stereo unspecified)	12%	-11%	?	-3%	-2%	-14%	nt	1%	0%	-19	12%
CC(c1ccc(Cl)cc1)n1c(-c2ccc3ccccc3n2)n[nH]c1=S (stereo unspecified)	0%	-14%	13%	0%	0%	4.5µM*	-1%	-5%	9%	9	1.8µM*
Cc1nnc(SCC(=O)Nc2nsc(-c3ccc(Cl)cc3)n2)s1	13%	-5%	3%	-4%	0%	16%	5%	6%	-11%	-3	37%
CC[N+]1(C)CCC(=C2c3ccccc3CC(=O)c3sccc32)CC1 (stereo unspecified)	-2%	0%	5%	-1%	1%	-4%	-2%	20%	2%	22	5%
CC(CCc1ccco1)NC(=O)CSc1cc(=O)n(C)c2ccccc12 (stereo unspecified)	-1%	1%	5%	-1%	-2%	0%	10%	5%	0%	18	21%
COc1ccc(NC(=O)Cn2nnc(-c3ccccc3NC(=O)C3CC3)n2)cc1	?	3%	7%	-2%	-4%	2%	-4%	-9%	?	5	0%
O=C(c1cnn(-c2ccccc2)c1)c1ccccc1O	?	4%	7%	?	2.4µM*	-8%	-14%	3.2µM*	-5%	8	-7%
CCC/C(C)=N/NC(=O)c1ccccc1O	12%	0%	7%	-5%	?	?	7%	-4%	0%	-4	?
CCc1nc2oc3ccccc3c(=O)c2c(=O)n1-c1ccccc1	?	12%	0%	14%	-1%	8%	0%	3%	2%	4	12%
O=C(CSc1nc2ccccc2s1)N1c2ccccc2Sc2ccc(C(F)(F)F)cc21	-6%	3%	-3%	1%	2%	-1%	-1%	-9%	?	-44	1%
COc1ccc(CCNC(=O)Cc2c(Cl)cccc2Cl)cc1	8%	16%	-1%	-5%	3%	16%	1%	8%	-23%	0	1%
CCOC(=O)CSC1=C(C#N)C(c2ccccc2F)C(C(C)=O)=C(C)N1 (stereo unspecified)	9%	1%	9%	-1%	0%	9%	1%	-2%	nt	18	-29%
COc1ccc(N2C(=O)CC(c3ccc(OC(C)C)cc3)C2=O)cc1 (stereo unspecified)	2%	-1%	2%	0%	-1%	2%	0%	0%	-4%	-1	35%
COc1ccccc1CNC(=O)C1CCC(CNS(=O)(=O)c2ccccc2)CC1 (stereo unspecified)	?	2%	-6%	-3%	0%	-16%	nt	-4%	-2%	3	-3%
O=C(CSc1nncs1)Nc1ccc2c(c1)OCO2	?	5%	-3%	-4%	-15%	8%	2%	4%	4%	5	6%
Cc1cccc(-n2c(Cc3cc(=O)[nH]c(=O)[nH]3)nnc2SCC(=O)Nc2cccc(C(F)(F)F)c2)c1	6%	-6%	7%	-1%	1%	-10%	-8%	0%	-2%	-26	39%
S=C(Nc1cccc(Cl)c1)NC1CC2CCCC(C1)N2C1CCCC1 (stereo unspecified)	8%	-6%	nt	-2%	3%	4%	-1%	1%	0%	-30	0%
COc1ccc(C(=O)O)cc1NCc1cccnc1	2%	2%	2%	0%	-1%	nt	3%	-1%	-5%	-4	nt
CCc1ccc(OCCNC(=O)c2ccccc2SCc2ccccc2)cc1	-7%	8%	5%	0%	-1%	-3%	10%	5%	-11%	-1	34%
C=CCn1c(O)c(C2=c3ccccc3=NC2=O)s/c1=N/c1nccs1	2%	4%	-2%	2%	-9%	-7%	-5%	-4%	?	3	-34%
CN(Cc1cccs1)C(=O)CCNS(=O)(=O)c1ccc(Br)cc1	1%	-11%	nt	-4%	1%	nt	nt	-3%	nt	-2	nt
CCOC(=O)c1c(NC(=O)CSc2nnc(C)c(=O)[nH]2)sc2c1CCCC2	-3%	1%	1%	-2%	4%	1%	2%	-2%	nt	1	26%
O=C1[C@@H]2C3C=CC(O3)[C@@H]2C(=O)N1c1ccccc1	11%	-5%	nt	5%	-4%	nt	nt	-1%	nt	nt	nt
NS(=O)(=O)c1ccc(CCNc2ccc(C(F)(F)F)cn2)cc1	7%	6%	-3%	-3%	0%	3%	-1%	-1%	14%	4	41%
[O-]/[N+](=C/c1ccccc1)c1ccccc1	?	-10%	nt	9%	?	nt	nt	-2%	nt	5	nt
O=C(NC1CCCCC1)N1CCSC1=Nc1ccccc1	-4%	6%	-8%	3%	0%	-4%	0%	3%	-14%	8	-10%
CCCn1c(=S)[nH]c2cc(C(=O)N(CCO)Cc3ccccc3)ccc2c1=O	-11%	-5%	5%	0%	-4%	?	nt	0%	nt	-1	13µM*
Cn1c2ccccc2c2c(C(=O)NCC3CCCO3)cn(C3CCCC3)c(=O)c21 (stereo unspecified)	?	4%	17%	-4%	17µM*	1%	0%	-4%	3%	-3	-27%
CC/C(=N\NC(=O)CSc1ncccn1)c1ccc2c(c1)OCCO2	16%	-8%	-5%[11.5 µM]	-1%	?	7%	1%	-4%	1%	8	15%
CCNC(=O)c1cccc(NC(=O)c2cc(C3CC3)nc3c2cnn3C(C)C)c1	?	5%	nt	2%	3%	nt	nt	-2%	nt	-19	nt
Cc1ccccc1NC(=O)c1ccco1	?	-2%	1%	0%	1%	5%	0%	11%	-21%	1	-27%[1.91 µM]

Not all compounds are listed; rates above refer to the full screens.
